FXIIa inh: human FXIIa protease inhibitors, primary screen, biochemical, 1536-well | Coagulation factor XII (Homo sapiens), P00748 | purified FXIIa, Boc-QGR-AMC fluorogenic substrate, 2 h | inhibition, % at 5 µM | hit rate 0.3% among 220,000 | AID 800, 2007; in the data active means inhibition above about 40%;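 further: 0% = enzyme with no compound and 100% = blank without enzyme; many of its hits are not listed in these tables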
Target sequence (P00748 20-372 limits assumed): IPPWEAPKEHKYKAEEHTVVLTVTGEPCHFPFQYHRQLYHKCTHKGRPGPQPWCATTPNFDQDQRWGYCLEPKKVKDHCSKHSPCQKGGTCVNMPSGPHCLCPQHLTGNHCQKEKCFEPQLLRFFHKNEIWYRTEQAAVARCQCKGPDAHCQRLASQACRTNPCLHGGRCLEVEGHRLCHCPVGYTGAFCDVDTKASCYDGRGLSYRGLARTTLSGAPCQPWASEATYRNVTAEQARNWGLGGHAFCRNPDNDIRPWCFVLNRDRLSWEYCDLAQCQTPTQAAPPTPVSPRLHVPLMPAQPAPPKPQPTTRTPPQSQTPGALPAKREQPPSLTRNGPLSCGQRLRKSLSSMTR
Target sequence (P00748 373-615 limits assumed): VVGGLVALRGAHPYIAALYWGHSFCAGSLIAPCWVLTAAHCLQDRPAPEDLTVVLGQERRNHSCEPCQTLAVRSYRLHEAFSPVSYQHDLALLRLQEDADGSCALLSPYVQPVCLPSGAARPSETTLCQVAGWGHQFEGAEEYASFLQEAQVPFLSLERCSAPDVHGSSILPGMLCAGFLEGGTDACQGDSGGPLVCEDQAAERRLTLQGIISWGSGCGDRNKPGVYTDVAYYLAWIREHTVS
FXIa inh: human FXIa protease inhibitors, primary screen, biochemical, 1536-well | Coagulation factor XI (Homo sapiens), P03951 | purified FXIa, Boc-Glu-Ala-Arg-AMC fluorogenic substrate | inhibition, % at 5 µM | hit rate 0.14% among 220,000 | AID 798, 2007;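 active means inhibition of at least 40%; inactive means inhibition below 40%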;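 further: fluorescence of freed AMC excited at 355 nm; 0% = enzyme without compound and 100% = no enzyme blank; many of its hits are not listed in these tables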
14-3-3 Bad PPI: inhibitors of 14-3-3 zeta/Bad binding, primary screen, biochemical, TR-FRET, bovine 14-3-3 zeta | TR-FRET 14-3-3zeta/Dy647-pBad peptide displacement, 1 h | inhibition, % at 21.7 µM | hit rate 0.71% among 220,000 | AID 781, 2007;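 active means inhibition above about 70%, limit read from the data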;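 further: 0% = full 14-3-3 plus peptide FRET controls and 100% = background without 14-3-3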
Target sequence (P63103 whole entry, looked up): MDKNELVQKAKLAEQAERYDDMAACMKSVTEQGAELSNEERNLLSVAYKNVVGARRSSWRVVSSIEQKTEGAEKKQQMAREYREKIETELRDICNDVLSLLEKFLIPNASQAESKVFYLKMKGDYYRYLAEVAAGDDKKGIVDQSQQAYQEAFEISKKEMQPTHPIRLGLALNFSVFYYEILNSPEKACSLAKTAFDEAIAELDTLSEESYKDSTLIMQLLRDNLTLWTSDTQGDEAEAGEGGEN
Thrombin inh: human alpha-thrombin inhibitors, primary screen, counter-screen for coagulation protease inhibitor project, biochemical, 1536-well, fluorogenic AMC substrate; Boc-VPR-AMC fluorogenic substrate cleavage; Prothrombin (Homo sapiens), P00734; inhibition, % at 5 µM; hit rate 0.26% among 220,000;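 active means inhibition at or above 40%; inactive means inhibition below 40%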;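 further: 0% = enzyme with no compound and 100% = wells without enzyme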
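System – human alpha-thrombin protein · Reagent – Boc-VPR-AMC substrate, 15 µM final · Compound – 5 µM single dose in 0.2% DMSO · Schedule – reaction at room temperature · Technique – AMC fluorescence at 355 nm excitation and 460 nm emission · Read-out basis – % inhibition relative to enzyme controls and enzyme-free blanks · Control set – no-compound enzyme wells and no-enzyme blanks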
Wee1 degr inh: Wee1 degradation inhibitors, primary screen, cell-based, HeLa, Wee1K328M-luciferase, luminescence. Wee1-like protein kinase (Homo sapiens), P30291. reporter increase, % at 5 µM. hit rate 1.2% among 220,000. HeLa Luc-Wee1K328M stability; 100% = proteasome inhibitor MG132 effect;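 active means activation above the mean of all tested compounds plus 3 SD, set per screening run, cut at about 8.8% in these data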;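 further: cells exposed to compound for 20 h before luminescence read; 0% = DMSO alone and 100% = MG132 at 30 µM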
Hck-Nef inh: inhibitors of Nef-activated human Hck kinase, primary screen, biochemical, Z-Lyte FRET, 384-well, Hck-YEEI; Tyrosine-protein kinase HCK (Homo sapiens), P08631; Recombinant Hck-YEEI plus Nef, Z-Lyte FRET kinase assay; inhibition, % at 20 µM; hit rate 0.68% among 220,000; AID 463187, 2010;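 active means Hck-Nef kinase inhibition above about 50%, limit read from the data; inactive means inhibition below that limit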;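 further: 0% = DMSO with Hck plus Nef and 100% = Hck alone without Nef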
Runt-CBFb FRET: inhibitors of RUNX1 Runt–CBFb binding, primary screen, biochemical, FRET, Cerulean-Runt, Venus-CBFb, uHTS. inhibition, % at 20 µM. hit rate 0.46% among 220,000. Cerulean-Runt/Venus-CBFb FRET ratio 530/480, 1 h. AID 1496, 2009. Runt-related transcription factor 1 (Homo sapiens) + Core-binding factor subunit beta …;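 active means inhibition over about 50% at 20 µM in the single-dose screen, limit read from the data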;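 further: 0% = DMSO wells and 100% = excess unlabeled CBFb competitor control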
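Measured by: fluorescence energy transfer, 422 nm excitation, 530/480 nm emission; Assay system: Cerulean-Runt domain; Medium: Tris pH 7.5 buffer with BSA; Measure: loss of energy transfer signal; Controls: 5 µM unlabeled CBFb as full-inhibition high control; Incubation: protein complex preformed 1 h, compound exposure 1 h, room temperature, dark.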
hK5 inh: human KLK5 protease inhibitors, primary screen, biochemical, 1536-well | Kallikrein-5 (Homo sapiens), Q9Y337 | recombinant hK5, fluorogenic AMC substrate cleavage | inhibition, % at 5 µM | hit rate 0.59% among 210,000;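 active means inhibition of 40% or more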;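 further: 0% = enzyme controls without compound and 100% = no-enzyme blanks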
Target sequence (Q9Y337 67-293 limits assumed): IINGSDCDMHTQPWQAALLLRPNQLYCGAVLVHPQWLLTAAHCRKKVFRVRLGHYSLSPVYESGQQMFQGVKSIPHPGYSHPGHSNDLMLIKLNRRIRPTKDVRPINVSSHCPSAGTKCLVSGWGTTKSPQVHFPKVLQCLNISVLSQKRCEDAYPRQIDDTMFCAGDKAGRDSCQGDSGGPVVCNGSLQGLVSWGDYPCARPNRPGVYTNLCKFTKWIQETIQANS
Runt-SMMHC FRET: inhibitors of RUNX1 Runt–CBFb-SMMHC binding, primary screen, biochemical, FRET, Cerulean-Runt, Venus-CBFb-SMMHC, uHTS; hit rate 0.74% among 220,000; Cerulean-Runt/Venus-CBFb-SMMHC FRET ratio 530/480, 1 h; AID 1434, 2008; Runt-related transcription factor 1 (Homo sapiens) + Core-binding factor subunit beta …; inhibition, % at 20 µM;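 active means mean inhibition across duplicate retests at 20 µM reaching about 50%, limit read from the data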;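 further: 0% = DMSO wells and 100% = wells with excess untagged CBFb-SMMHC; inhibitors lower the FRET ratio by blocking Runt binding to CBFb-SMMHC; some results filed as inactive read as strong as hits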
* = called active by the depositor; · = not tested or not shown; [ ] = remark or other dose.

The first 3 records, ahead of the listing:
Fields – FXIIa inh, FXIa inh, 14-3-3 Bad PPI, Thrombin inh, Wee1 degr inh, Hck-Nef inh, Runt-CBFb FRET, hK5 inh, Runt-SMMHC FRET
NNC(=O)c1sc2cc(C(F)(F)F)cnc2c1-c1ccccn1
→ 12, 1, -15, -2, 1, -4, -1, ·, 1
CC(=O)Nc1c(NC(C)(C)C)c2ccccc2oc1=O
→ 5, -2, -12, -7, -1, 23, 1, -1, -5
C[N+](C)(C)CCNC(=O)c1c(O)c2c([nH]c1=O)CCCC2
→ 17, 4, -6, 1, -1, 0, 0, -11, 1

Main list, previewed entries included:
Fields – FXIIa inh, FXIa inh, 14-3-3 Bad PPI, Thrombin inh, Wee1 degr inh, Hck-Nef inh, Runt-CBFb FRET, hK5 inh, Runt-SMMHC FRET
NNC(=O)c1sc2cc(C(F)(F)F)cnc2c1-c1ccccn1
→ 12, 1, -15, -2, 1, -4, -1, ·, 1
CC(=O)Nc1c(NC(C)(C)C)c2ccccc2oc1=O
→ 5, -2, -12, -7, -1, 23, 1, -1, -5
C[N+](C)(C)CCNC(=O)c1c(O)c2c([nH]c1=O)CCCC2
→ 17, 4, -6, 1, -1, 0, 0, -11, 1
C/C(CS(=O)(=O)c1ccc(Cl)c(Cl)c1)=N/NC(N)=S
→ 7, 1, -10, -1, -2, 19, 0, 3, -2
CCCCNC(=O)CSc1nc2ccc(N3CCOCC3)cc2c(=O)n1Cc1ccc(OC)cc1
→ 10, 1, -12, 0, -3, 5, 10, ·, -4
Cc1cccc2cc(C(c3nnnn3Cc3ccccc3)N3CCN(C)CC3)c(=O)[nH]c12 (centres undefined)
→ 12, 6, 11[fluorescence artefact?], -2, -1, 4, 2, -26, -1
CCOC(=O)N1CCN(C(=O)Nc2ccc3oc(C)nc3c2)CC1
→ -5, -9, -6, -9, 1, 1, 1, -11, -2
CCOc1ccc(-n2c(SCC(=O)NCc3ccco3)nc3ccccc3c2=O)cc1
→ 6, -2, -9, 2, 2, -26, 1, -10, 0
O=C(c1ccccc1)c1ccc(OCC(O)CN2CCN(Cc3ccccc3)CC2)cc1 (centres undefined)
→ 12, 2, -9, -2, 1, 0, 1, 1, -2
Cc1onc(-c2ccccc2Cl)c1C(=O)NCc1ccccc1
→ 3, -5, -5, -1, -1, 1, 2, -5, -1
CCOC(=O)N1CCN(C(=O)CSc2ccc3nnc(-c4ccccn4)n3n2)CC1
→ 7, -4, -7, -10, 3, 16, 2, -5, -2
CN(C)S(=O)(=O)c1ccc(C(=O)NNC(=O)C2COc3ccccc3O2)cc1 (centres undefined)
→ 2, -3, -4, 1, -1, -4, 1, -11, 1
Cc1cc(C)cc(N(CC(=O)N2CCC(C)CC2)S(=O)(=O)c2ccccc2)c1
→ 0, 5, 3[fluorescence artefact?], 5, -2, 3, -3, 5, 3
COC(=O)c1cc2c([nH]c3ccccc32)c(C)n1
→ 22, 4, 1, 3, -1, 3, 0, 0, -1
Cc1ccc(NC(=S)NC(NC(=O)Cc2cccc3ccccc23)C(Cl)(Cl)Cl)cc1 (centres undefined)
→ 8, -12, 16[fluorescence artefact?], -3, 4, 2, 3, -6, 1
COCCNC(=O)CSc1ccc(Cl)cc1
→ 6, -8, 0, 1, 2, -3, 2, -4, -4
COc1ccc(OC)c(CNC(=O)C2CCN(C(=O)N(C)C)CC2)c1
→ 3, 1, -12, 1, 1, 1, 1, -22, 2
COc1ccccc1/C=C1\SC(=S)N(CCC(=O)NCCCN2CCOCC2)C1=O
→ 1, -3, -7, -6, -1, 13, -1, -2, -5
CCOc1ccc(CN(C(=O)c2cc3ccccc3oc2=O)C2CC2)cc1
→ 11, 6, -2, 0, -2, -5, -4, -6, 3
CCc1cc[n+](-c2nc3ccccc3nc2C(=C=[N-])C#N)cc1
→ 17, 5, -4, 2, 2, 0, -2, -2, -6
CC(C)P(=O)(c1cccc(C(=O)O)c1)C(C)C
→ 16, 1, -16, -2, -2, 2, 1, -19, -1
NS(=O)(=O)c1ccc(S(=O)(=O)NCCc2ccccc2)cc1
→ 18, 6, -6[fluorescence artefact?], -4, -3, 0, -2, -12, -1
CCOc1ccc(NC(=O)N2CCC(C(N)=O)(N3CCCCC3)CC2)cc1
→ 8, -12, -1, -2, 3, 1, 0, -14, 2
CCN(CC)CCNS(=O)(=O)c1ccc(/C=C/C(=O)O)cc1
→ 7, 1, -14, 0, 2, 22, 0, 1, 50
CS(=O)(=O)Nc1nc2ccccc2[nH]1
→ 2, -9, 0, -3, -3, 2, -1, -11, -4
COc1cccc(CC(=O)Nc2ccc(-c3csc(C)n3)cc2)c1
→ 7, 2, 2, -5, -1, 17, -2, -8, 0
O=C1/C(=C\c2cccs2)Sc2ccc3ccccc3c21
→ 2, -1, 37[fluorescence artefact?], 12, 0, 1, -10, 3, -7
Cc1cccc(C)c1NC(=O)Nc1cccs1
→ 14, -3, -15, 7, -3, 1, 8, 20, 2
Cc1cc(-c2ccc([N+](=O)[O-])cc2)nc2ccccc12
→ -2, 0, 17, ·, 1, 12, -1, -6, -1
Cc1ccccc1C1C2=C(Nc3[nH]n(-c4ccccc4)c(=O)c31)c1ccccc1C2=O (centres undefined)
→ 7, 12, -9[fluorescence artefact?], 4, 4, 11, -1, -1, -6

Reprinted from the part before: 4 entries, followed by the next part.
Fields – FXIIa inh, FXIa inh, 14-3-3 Bad PPI, Thrombin inh, Wee1 degr inh, Hck-Nef inh, Runt-CBFb FRET, hK5 inh, Runt-SMMHC FRET
O=C1/C(=C\c2cccs2)Sc2ccc3ccccc3c21
→ 2, -1, 37[fluorescence artefact?], 12, 0, 1, -10, 3, -7
Cc1cccc(C)c1NC(=O)Nc1cccs1
→ 14, -3, -15, 7, -3, 1, 8, 20, 2
Cc1cc(-c2ccc([N+](=O)[O-])cc2)nc2ccccc12
→ -2, 0, 17, ·, 1, 12, -1, -6, -1
Cc1ccccc1C1C2=C(Nc3[nH]n(-c4ccccc4)c(=O)c31)c1ccccc1C2=O (centres undefined)
→ 7, 12, -9[fluorescence artefact?], 4, 4, 11, -1, -1, -6
COC(=O)c1cccnc1Oc1ccccc1
→ 7, -7, -2, -5, 4, 5, 1, 0, -2
Cc1ccc(C(=O)Nc2c(C)cc(-c3ccc(Cl)cc3)oc2=O)cc1
→ 11, 8, -9, 0, 1, 0, 1, 6, 10
Cc1onc(-c2ccccc2)c1C(=O)Oc1ccccc1
→ 5, 2, 2, -4, -2, 4, -1, 10, -3
CCCCNC(=S)N1CCN(CC)CC1
→ 10, 2, 12, 1, 0, 8, 2, ·, -5
O=C(O)CN=C(NS(=O)(=O)c1ccc(Cl)cc1)c1ccc(F)cc1
→ 3, -2, -6, 1, -2, 0, 2, -4, 4
Cc1cccc(C)c1OCC(O)Cn1ccnc1C (centres undefined)
→ 9, -2, -1[fluorescence artefact?], -6, ·, 0, 2, -1, 2
C=CCc1c(OC)ccc2ccc(=O)oc12
→ 6, -2, -9, 1, 1, 3, 0, -19, -5
Cc1cc(SCC(=O)NCCN2C(=O)CSC2=O)nc2ccccc12
→ 3, -3, -9[fluorescence artefact?], -10, 1, -4, 0, -5, 0
Cc1ccc(C)c(S(=O)(=O)Nc2ccc(O)c(Sc3ncn[nH]3)c2)c1
→ 5, 3, 5, 3, 0, 17, 23, 2, 6
CCN1C/C(=C\c2cccc([N+](=O)[O-])c2)C(=O)/C(=C/c2cccc([N+](=O)[O-])c2)C1
→ 3, 4, -19, -8, 1, 5, -1, -19, -3
CCCOc1ccc(C(C)=O)cc1CSCCC#N
→ 12, 2, 6, 0, 0, 4, 1, 3, -1
O=S(=O)(NCCOc1ccc(F)cc1)c1ccc2c(c1)OCCO2
→ 4, 2, -2[fluorescence artefact?], -3, 5, 0, -2, -1, 2
O=C(CCC(=O)OCc1ccc(C(=O)Oc2ccccc2)cc1)Nc1cccc2ccccc12
→ -7, -7, 8, -2, 1, 1, -2, 3, -1
Cc1ccccc1CN1C(=O)Nc2ccccc2C(=O)N1C(C)(C)C
→ 8, 4, -9, 6, -1, 4, 0, -8, -2
CCOC(=O)N1CCN(C(=O)CSc2ccccc2)CC1
→ 11, 4, 15, 5, 1, 0, -1, -3, 1
Cc1cc(C)cc(NC(=O)N2CCC(C(=O)c3ccc(F)cc3)CC2)c1
→ 2, -10, -3, 0, -1, -5, 0, 1, -1
CCOc1c(Br)cc(/C=N\NC(=O)c2ccccc2)cc1OC
→ 1, -4, -18[fluorescence artefact?], -15, 0, 2, -1, -12, 2
O=c1oc(Nc2ccc(F)cc2)nc2ccccc12
→ -2, -5, -3, -4, -2, 0, 0, -7, -2
Cc1ccc(/C=N/NC(=O)C2CC(=O)N(c3ccccc3)C2)s1 (centres undefined)
→ -1, 0, 7, -11, -3, 6, 1, -10, 4
Cc1cc(C)c(C(=O)N2CCCC(C(=O)c3cc(F)ccc3F)C2)o1 (centres undefined)
→ 6, -1, -20, -13, 0, 18, 1, 1, 2
CN1/C(=C/c2cc[n+](C)c3ccccc23)C=Cc2ccccc21
→ 5, -3, 12, -1, 5, -1, ·, 0, 14
N#Cc1cccn1-c1nccs1
→ 8, -6, 0, -14, -3, 17, 1, 0, -4
Oc1ccccc1C1=Nc2ncnn2C(c2ccccc2)C1 (centres undefined)
→ 0, -8, -11, -6, -3, -12, -3, -12, -7
COc1cc([N+](=O)[O-])ccc1NC(=O)CN(C)C
→ 13, 5, 17, -3, 1, 0, 1, -12, 0
O=C(O)c1ccc(-c2nc3ccccc3[nH]2)cc1
→ 7, 2, 18[fluorescence artefact?], -11, 1, -1, 0, -6, -3
CC(=O)NN1C(=O)/C(=C/c2ccc(C(C)C)cc2)SC1=S
→ 8, 4, 2[fluorescence artefact?], -9, 1, 2, -6, -16, -8
CNc1oc(-c2cccc3ccccc23)nc1C#N
→ -45, -21, -16, -26, -3, 3, 1, -38, 11

Retrieved by structure from above (two):
Fields – FXIIa inh, FXIa inh, 14-3-3 Bad PPI, Thrombin inh, Wee1 degr inh, Hck-Nef inh, Runt-CBFb FRET, hK5 inh, Runt-SMMHC FRET
CN1/C(=C/c2cc[n+](C)c3ccccc23)C=Cc2ccccc21
→ 5, -3, 12, -1, 5, -1, ·, 0, 14
Cc1cc(C)c(C(=O)N2CCCC(C(=O)c3cc(F)ccc3F)C2)o1 (centres undefined)
→ 6, -1, -20, -13, 0, 18, 1, 1, 2

High-throughput results: PubChem BioAssay, several laboratories
